Screening data as filed in PubChem BioAssay.
JMJD2A Tudor = blocks the human JMJD2A Tudor domain; O75164; AlphaScreen JMJD2A-Tudor / H3K4me3 peptide binding; Potency, µM (highest dose often 114 µM), inactives show at the highest dose activity change, negative = inhibition, actives largely listed as inhibitors; hit rate 4.4% among 390,000; also: % is scaled to controls: 0 for no effect and ±100 for the full control effect; nearly all actives have a fitted effect of over 50% in size
Pol iota inh = blocks human DNA polymerase iota activity. Potency, µM (top dose mostly 115 µM), for inactives: at the top dose activity, negative = inhibition, actives largely listed as inhibitors. Q9UNA4. hit rate 1% among 390,000. AID 588590. Pol iota fluorescent replication assay, 10 min
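Pol iota at 10 nM preincubated 15 min with compounds at room temperature; reaction started with fluorescent substrate, 50 nM final. Fluorescence read kinetically at 0 and 10 min; buffer-only wells as negative control.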
Pin1 inhibitor = blocks the human prolyl isomerase Pin1; Potency, µM (highest dose often 115 µM), for the others: at the top dose activity, negative = inhibition, most hits filed as inhibitors; AID 504891; Pin1 FP peptide displacement, HiFluor488, 10 min; hit rate 0.009% among 390,000; Q13526; active = well fitted inhibition curve with a large enough effect in the polarisation, with a control signal flat, not every such curve was filed as active; inconclusive = small, poorly fitted or top-dose-only effect, or effect the other way, or a change in a side signal; inactive = no such curve, though single readings can be large or run the other way; the % refers to the polarisation; also: % is scaled to controls: 0 for no effect and ±100 for the full control effect
GLS inh = glutaminase GLS (human) inhibition; GLS enzymatic activity, qHTS titration; hit rate 0.21% among 410,000; Potency, µM (top dose mostly 45.5 µM), inactives show at the highest dose activity change, negative = inhibition, usual class: inhibitors; also: % is scaled to controls: 0 for no effect and ±100 for the full control effect
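Assay buffer: 45 mM KH2PO4 pH 8.2, 0.02% Tween-20. hKGA acts on L-glutamine (1 mM solution added); product glutamate is reported by an oxidase/peroxidase Amplex Red coupling, with fluorescence taken at baseline and 30 min.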
Tb PGK inh = T. brucei PGK inhibition. P07378. PGK/GAPDH coupled, Kinase-Glo luminescence, 60 min. Potency, µM (highest dose often 57.5 µM), for the others: at the top dose activity change, negative = inhibition, hits mostly inhibitors. hit rate 0.043% among 380,000; also: % is scaled to controls: 0 for no effect and ±100 for the full control effect; nearly all actives have a fitted effect of over 60% in size
Target sequence (P07378 whole entry, looked up): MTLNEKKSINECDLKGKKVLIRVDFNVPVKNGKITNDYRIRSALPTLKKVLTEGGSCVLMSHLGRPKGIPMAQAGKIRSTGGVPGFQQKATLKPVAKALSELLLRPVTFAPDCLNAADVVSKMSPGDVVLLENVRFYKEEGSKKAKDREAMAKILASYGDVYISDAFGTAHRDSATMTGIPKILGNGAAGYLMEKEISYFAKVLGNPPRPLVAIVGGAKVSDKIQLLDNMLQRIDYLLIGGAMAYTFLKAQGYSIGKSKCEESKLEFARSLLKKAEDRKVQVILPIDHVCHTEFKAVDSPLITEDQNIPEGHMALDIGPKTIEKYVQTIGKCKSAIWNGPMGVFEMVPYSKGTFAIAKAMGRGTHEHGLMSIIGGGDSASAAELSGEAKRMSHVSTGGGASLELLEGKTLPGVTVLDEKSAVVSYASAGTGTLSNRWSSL
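Luminescent ATP detection (Kinase-Glo Plus) follows a 60-minute room-temperature incubation, with wells lacking PGK as controls. Buffer: 100 mM TEA (pH 7.6), 5 mM MgCl2, 0.01% Tween-20. Coupling enzyme GAPDH (100 nM final) supplies unstable 1,3-BPG in-well.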
BLM helicase inh = Bloom syndrome helicase (human) inhibition; hit rate 0.2% among 350,000; AID 2528; P54132; recombinant BLM DNA unwinding, fluorescence dequenching; Potency, µM (highest dose often 56.1 µM), without a hit: top-dose activity change, negative = inhibition, actives largely listed as inhibitors;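 also: plate controls were vehicle for no effect and no enzyme for full effect; nearly all actives have a fitted effect of over 35% in size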
G9a inh = inhibitors of human histone lysine methyltransferase G9a; AID 504332; Q96KQ7; Potency, µM (titrated, usually from 102 µM), for inactives: top-dose activity, negative = inhibition, hits mostly inhibitors; hit rate 8.8% among 350,000; G9a H3K9 monomethylation, AlphaScreen, 2 h; also: % is scaled to controls: 0 for no effect and ±100 for the full control effect; nearly all actives have a fitted effect of over 75% in size
Target sequence (Q96KQ7 913-1193 limits assumed): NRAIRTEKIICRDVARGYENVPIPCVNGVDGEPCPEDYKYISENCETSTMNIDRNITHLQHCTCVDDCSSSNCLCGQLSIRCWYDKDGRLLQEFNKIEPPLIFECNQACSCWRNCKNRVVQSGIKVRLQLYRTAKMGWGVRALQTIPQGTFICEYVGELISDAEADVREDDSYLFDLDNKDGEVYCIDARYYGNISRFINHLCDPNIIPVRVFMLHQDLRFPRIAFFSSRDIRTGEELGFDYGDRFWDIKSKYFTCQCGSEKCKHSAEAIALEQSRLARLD
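Chemiluminescent proximity detection of H3K9 monomethylation, read after 10 min bead incubation in the dark. Reaction: 20 nM G9a, 500 nM biotin-H3K9 peptide, 20 uM SAM cofactor, 2 h, room temperature, following 15 min enzyme-compound preincubation.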
HP1b chromo inh = blocks HP1-beta chromodomain binding to methylated histone tails; P83916; Potency, µM (titrated, usually from 114 µM), for the others: top-dose activity change, negative = inhibition, actives largely listed as inhibitors; hit rate 0.56% among 390,000; AID 540317; AlphaScreen HP1-beta / biotin-H3K9me3 peptide binding; also: nearly all actives have a fitted effect of over 70% in size; inactives centre near 23
Target sequence (P83916 whole entry, looked up): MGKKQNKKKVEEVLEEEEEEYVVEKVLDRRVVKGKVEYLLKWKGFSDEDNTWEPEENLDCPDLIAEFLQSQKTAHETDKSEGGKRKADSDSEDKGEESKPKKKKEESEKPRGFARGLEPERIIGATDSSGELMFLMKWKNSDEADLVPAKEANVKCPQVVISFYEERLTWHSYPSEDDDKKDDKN
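AlphaScreen: HP1-beta (50 nM) preformed 30 min with biotin-H3(1-18)K9me3 peptide (50 nM) in PBS pH 7.4, 0.01% Tween-20. Compound added for 30 min at RT, then streptavidin donor/nickel chelate acceptor beads (10 ug/mL) for 30 min.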
BAZ2B inh = BAZ2B (human) inhibition; hit rate 4.4% among 360,000; Potency, µM (doses to about 114 µM), inactives show at the highest dose activity change, negative = inhibition, hits mostly inhibitors; AlphaScreen BAZ2B-H3K14Ac peptide displacement; Q9UIF8; also: % is scaled to controls: 0 for no effect and ±100 for the full control effect; nearly all actives have a fitted effect of over 60% in size
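Protein-peptide AlphaScreen: BAZ2B 50 nM, b-H3K14Ac 50 nM, 1x PBS pH 7.4 + 0.01% Tween-20. Preincubation 30 min RT; cpd 30 min RT (top 110 uM); beads 20 min RT, light-protected.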
* marks the source's active call; other numbers are inactive results; i = inactive; ? = inconclusive; / = no result given; & = joins results of further samples; [ ] = another dose, or the depositor's remark. Unless noted, calls follow the shape of the dose curve; as a rule, active = well fitted curve in the direction sought with a large enough effect; inconclusive = small, poorly fitted or top-dose-only effect, or another doubt; inactive = no such curve, though single readings can be large; an effect the other way counts as inactive or inconclusive. Potency is read from the fitted curve at half-maximal effect. The list is partial; the hit share may differ from the screen's.

SMILES | JMJD2A Tudor | Pol iota inh | Pin1 inhibitor | GLS inh | Tb PGK inh | BLM helicase inh | G9a inh | HP1b chromo inh | BAZ2B inh
O=C(CN1CCC(n2nnc3ccccc32)CC1)Nc1ccc2c(c1)CCC2 | -17% | 16% | 20% | 1% | 0% | -6% | 10%[59 µM] | 35% | -5%
COc1ccc(S(=O)(=O)N2CCN(C(=O)c3oc4ccccc4c3C)CC2)cc1 | -22% | 11% | 9% | 3% | 5% | -13% | -12% | -5% | -36%
CCc1cc(=O)oc2cc(C)cc(OCC(=O)NCc3cccnc3)c12 | 7% | -8% | 5% | -12% | -2% | -4% | 1% | 46%[activator] | -5%
O=C(N/N=C/c1ccc(O)cc1)c1nc(-c2ccccc2)n(-c2ccccc2)n1 | -15% | 22% | 0% | 18% | 4% | -5% | -5%[59 µM] | 26% | -26%
CCCNC(=O)c1ccc(Cn2cc(C(F)(F)F)ccc2=O)cc1 | -18%[11.4 µM] | 89µM* | -1% | 11% | -9% | 0% | -6% | 26% | -14%
O=C(O)c1cccc(N2C(=O)/C(=C/c3ccc(SCc4ccc(Cl)cc4)o3)SC2=S)c1 | 45µM* | ? | ? | ? | 35µM* | 113%[activator] | 20µM* | -16% | 32µM*
CCC(C(=O)NC(C)(C)C)N(Cc1ccco1)C(=O)CNS(=O)(=O)c1ccc(OC)cc1 (configuration not stated) | -5% | 11% | -8% | 0% | -2% | -4% | -5% | 16% | -15%
CCOC(=O)CSc1nnc(CNC(=O)Cc2ccccc2)n1C | -4% | -16% | 3% | 3% | 1% | -2% | -41% | 20% | 1%
O=S(=O)(Nc1cccnc1)c1ccc(Cl)cc1 | -24%[57.1 µM] | 8% | 9% | 3% | -1% | -2% | 7%[59 µM] | 62%[activator] | 5%
O=C(/C=C/c1c(Cl)nc2ccccn12)Nc1ccc(F)cc1 | -16% | 16% | 11% | 13% | 7% | -7% | 20%[12.7 µM] | 22% | -13%
CCOC(=O)C1C(=O)CC(C)(O)C(C(=O)OCC)C1c1ccc(Br)cc1 (configuration not stated) | 18% | 0% | -4% | -7% | 7% | 4% | 32%[59 µM] | 39% | 26%
CCOc1c(Cl)cc(CNc2ccc(N3CCCC3)cc2)cc1OC | 14µM* | 88%[activator] | -1% | -16% | -2% | -14% | 2.8µM* | 45µM* | 20µM*
CCC(=O)N1CCC(C(N)=O)(N2CCCCC2)CC1 | -4% | 96%[activator] | -9% | 10% | i | -5% | -21% | 16% | -13%
COc1ccc(N2CCN(C(CNC(=O)c3cccc(OC)c3)c3cccnc3)CC2)cc1 (configuration not stated) | -23% | 13% | -5% | 58%[activator] | 0% | -1% | -12%[59 µM] | -2% | -9%
O=C(Nc1nc(-c2ccccc2)cs1)C1CCCO1 (configuration not stated) | -10% | 30% | 0% | 6% | / | -1% | -28%[12.7 µM] | 19% | -1%
Cc1ccc2cc(C#N)c(N3CCCN(S(=O)(=O)c4ccccc4)CC3)nc2c1C | 31% | ? | ? | 1% | 2% | / | / | 86% | /
CCN(C(=O)COC(=O)c1cc(-c2ccccc2)nc2c1c(C)nn2-c1ccc(C)cc1)C1CCS(=O)(=O)C1 (configuration not stated) | 27% | 20% | -7% | ? | -1% | -3% | -3%[59 µM] | 69%[activator] | 0%
Cc1ccnc2nc(C(=O)Nc3nnc(-c4ccc(Cl)cc4)o3)nn12 | 18µM* | ? | 5% | 33%[activator] | -6% | -15% | ? | 29% | ?
OCc1cn(-c2ccccc2)nn1 | -6% | 11% | 0% | 0% | 5% | -1% | 11% | -3% | -1%
CCN(CC(=O)NC1CCS(=O)(=O)C1)Cc1nc2c(Br)cc(Br)cc2c(=O)[nH]1 (configuration not stated) | -8% | 88%[activator] | 13% | 0% | 5% | 0% | 12% | 21% | 4%
CCOc1ccc(OCCCC(=O)N2CCN(S(=O)(=O)c3ccccc3C#N)CC2)cc1 | -15% | 38%[activator] | 3% | 2% | 5% | / | / | 20% | /
COCCNC(=S)Nc1cc(OC)c(NC(=O)c2ccco2)cc1OC | -6% | 15% | 2% | 5% | i | 1% | / | 14% | -31%
Cc1oc(-c2ccc(C(F)(F)F)cc2)nc1CN(Cc1ccccn1)C[C@@H]1CCC(=O)N1 | -23% | 13% | 1% | 0% | 6% | -7% | ? | 30% | ?
Cc1c(NC(=O)CSc2ncnc3ccccc23)c(=O)n(-c2ccccc2)n1C | -18% | 141%[activator] | 5% | 3% | -5% | -6% | -3% | 11% | -3%
Cn1cccc1C(=S)N1CCOCC1 | -11% | 12% | -1% | 4% | 3% | 3% | ? | -15% | 9%

The final two entries of the part above are carried over, then new ones follow.
SMILES | JMJD2A Tudor | Pol iota inh | Pin1 inhibitor | GLS inh | Tb PGK inh | BLM helicase inh | G9a inh | HP1b chromo inh | BAZ2B inh
Cc1c(NC(=O)CSc2ncnc3ccccc23)c(=O)n(-c2ccccc2)n1C | -18% | 141%[activator] | 5% | 3% | -5% | -6% | -3% | 11% | -3%
Cn1cccc1C(=S)N1CCOCC1 | -11% | 12% | -1% | 4% | 3% | 3% | ? | -15% | 9%
OC(CCCN1CCCCC1)(c1ccccc1)c1ccccc1 | -13% | 17% | -3% | -1%&-9% | 7% | -6% | 3%[21.5 µM] | 39%[activator] | 6%
COc1cc2c(cc1OC)C(COc1ccc3c(C)cc(=O)oc3c1)N(C(=O)c1ccc(C)cc1)CC2 (configuration not stated) | -17% | 20% | 7% | 8% | -7% | -2% | -28%[59 µM] | -2% | 3%
Cc1cccc(NC(=O)COc2cccc3c(=O)n(C)ccc23)c1C | -4% | 2% | 0% | 2% | i | 4% | -3%[59 µM] | 23% | -5%
CCC12OC(=N)C(C#N)(C1C)C(C#N)(C#N)C(c1ccccc1)O2 (configuration not stated) | -21% | 40%[activator] | ? | 8% | 4% | -4% | -3%[59 µM] | 27% | -8%
COc1ccc(CCNC(=O)c2cc3c(=O)n(C)c4ccccc4c3s2)cc1OC | -12% | 10% | -4% | -2% | -3% | 3% | 4%[59 µM] | 29% | /
COc1cc(C(=O)NCc2nnc(SCC(=O)Nc3c(C)cc(C)cc3C)o2)cc(OC)c1OC | -14% | 49%[activator] | 6% | 0% | -2% | -1% | -3%[0.501 µM] | 30% | -6%
COCCN1Cc2cccc(C(=O)NCC3CCN(CC(C)C)C3)c2C1=O (configuration not stated) | -4% | 22% | 0% | 3% | -4% | 5% | ? | 43%[activator] | 13%
CCn1cnc2c1c(=O)n(CC(=O)NCc1ccccc1)c(=O)n2Cc1ccccc1 | -6% | 5% | -3% | -14% | 0% | -1% | 2% | 31% | -3%
CCN(CC)C(=O)C1CCN(Cc2ccc(OCc3ccccc3)c(OC)c2)CC1 | 11µM* | -4% | 1% | 1% | -6% | 0% | 50µM* | ? | 56µM*
CCOc1cc(/C=C2\C(=N)N3N=C(C)SC3=NC2=O)ccc1OCCOc1cccc(OC)c1 | 3% | 2% | 33%[activator] | -13% | -7% | -12% | 11% | 40%[activator] | -27%
COc1cccc(OC)c1C(=O)N1CCN(S(=O)(=O)c2ccc(C)cc2)CC1 | 9% | 11% | -2% | 6% | 2% | 2% | 3%[59 µM] | 11% | -5%
COc1ccc(NC(=O)CSc2nncn3c2cc2occc23)c(OC)c1 | -12% | -2% | 3% | 0% | 0% | 4% | -22%[59 µM] | 12% | -34%
CCC12CN3CC(C)(CN(C1)C3c1c(C)n(C)c3ccccc13)C2=O (configuration not stated) | -5% | 12% | 4% | -5% | -5% | 0% | -28%[59 µM] | 34% | -21%
COCCn1c(SCC(=O)N2CCCCCC2)nnc1-c1ccco1 | -8% | 9% | -2% | -10% | -1% | 0% | -3% | -5% | 5%
Cc1cc(NC(=O)CN2CCN(c3ccccc3O)CC2)no1 | 79µM* | 8% | -8% | 46%[activator] | -7% | 0% | ? | 8% | -1%
Cc1cccc(OCC(=O)NNc2c3ccccc3nc3ccccc23)c1 | -14% | -17% | 4% | 16% | -2% | -11% | 35%[0.501 µM] | 38% | -24%
CCc1nnc(NC(=O)C2=NN(C3CCS(=O)(=O)C3)C(=O)CC2)s1 (configuration not stated) | -13% | 2% | -7% | -14% | -10% | -3% | -1% | 57%[activator] | -4%
CC1(C)Cc2c(cnn2-c2cccc(F)c2)C(NC(=O)c2csnn2)C1 (configuration not stated) | -12% | 13% | 8% | 16% | 3% | -6% | 85%[activator] | 45%[activator] | -2%
CN(C)S(=O)(=O)n1cc(/C=C(\NC(=O)c2ccccc2F)C(=O)NCCCn2ccnc2)c2ccccc21 | ? | 1%&17% | -2%&29% | 9%&-2% | 11% | 2%&5% | 1%[59 µM] | 14%&4% | -5%&-38%
O=C1CCCCCN1CP(=O)(O)CCc1ccccc1 | -10% | -11% | 0% | 0% | -5% | 1% | 7%[59 µM] | 12% | -6%
Cc1noc(C)c1NC(=O)Nc1ccc2c(c1)C(=O)N([C@H](C)CO)C[C@H](C)[C@@H](CN(C)C(=O)Nc1ccc(C(F)(F)F)cc1)O2 | -23% | -26% | ? | 5% | 0% | / | / | 40%[activator] | /
O=c1c2ccccc2n2c(-c3cccc(Cl)c3)nnc2n1Cc1ccccc1 | -9% | -13% | -6% | -2% | 0% | -3% | -15%[59 µM] | 10% | 2%
Cc1ccc(C)c(S(=O)(=O)N(C)c2ccc(OC(=O)C3CCN(C(=O)Nc4ccccc4)CC3)cc2)c1 | -19% | 21% | 27% | 5% | -7% | / | / | 22% | /
COc1cc(C(=O)NCc2cc3cc(Cl)ccc3n2C)cc(OC)c1OC | 1% | 3% | 8% | 0% | 1% | -1% | -12% | 19% | -11%
COC(=O)C1=C(C)N(C)C(=O)NC1c1cccc2ccccc12 (configuration not stated) | -22% | 112%[activator] | -1% | 16% | 2% | 0% | 10% | 17% | -2%
